Screening data (PubChem)
p53 reactivator = mutant p53 re-activation in reporter cells; Potency, µM (top dose mostly 92.2 µM), for inactives: at the top dose activity change, positive = activation, usual class: activators; 320,000 tested, 0.063% active; H1299 p53-A138V BP100-luciferase reporter, luminescence, 24 h; note: % of control where 0% means no effect; nearly all actives have a fitted effect of over 45% in size
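H1299 (p53-null), stable ts p53-A138V + BP100-Luc; 1000 cells/well, Opti-MEM/10% FBS; cpd 4 pt, 1:5; 24 h, 37 deg C, 5% CO2; detection reagent 10 min RT; luminescence.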
RORgamma inh = blocks mouse ROR gamma transcriptional activity | P51450 | Drosophila S2 Gal4-RORgamma UAS-luciferase reporter, 20 h | Potency, µM (doses to about 53.6 µM), without a hit: at the highest dose activity change, negative = inhibition, hits mostly inhibitors | 310,000 tested, 5.4% active | AID 2551; note: % is set by controls: 0 for no effect and ±100 for the full control effect; nearly all actives have a fitted effect of over 60% in size
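Drosophila Schneider cells stably carrying a metallothionein-driven Gal4 DBD–ROR gamma fusion and a UAS-Photinus luciferase reporter were exposed to compound for 1 hr, then induced with copper sulfate (700 uM final) for 20 hr at ambient temperature before luminescence reading.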
FLuc counter = inhibits or activates purified firefly luciferase, miR-21 counter-screen. 360,000 tested, 6.9% active. Potency, µM (doses to about 57.5 µM), for the others: top-dose activity change, negative = inhibition, actives largely listed as inhibitors. P08659. purified FLuc, Km substrates, luminescence inhibition;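 note: plate controls were vehicle for no effect and reference inhibitor for full effect; nearly all actives have a fitted effect of over 55% in size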
Target sequence (P08659 whole entry, looked up): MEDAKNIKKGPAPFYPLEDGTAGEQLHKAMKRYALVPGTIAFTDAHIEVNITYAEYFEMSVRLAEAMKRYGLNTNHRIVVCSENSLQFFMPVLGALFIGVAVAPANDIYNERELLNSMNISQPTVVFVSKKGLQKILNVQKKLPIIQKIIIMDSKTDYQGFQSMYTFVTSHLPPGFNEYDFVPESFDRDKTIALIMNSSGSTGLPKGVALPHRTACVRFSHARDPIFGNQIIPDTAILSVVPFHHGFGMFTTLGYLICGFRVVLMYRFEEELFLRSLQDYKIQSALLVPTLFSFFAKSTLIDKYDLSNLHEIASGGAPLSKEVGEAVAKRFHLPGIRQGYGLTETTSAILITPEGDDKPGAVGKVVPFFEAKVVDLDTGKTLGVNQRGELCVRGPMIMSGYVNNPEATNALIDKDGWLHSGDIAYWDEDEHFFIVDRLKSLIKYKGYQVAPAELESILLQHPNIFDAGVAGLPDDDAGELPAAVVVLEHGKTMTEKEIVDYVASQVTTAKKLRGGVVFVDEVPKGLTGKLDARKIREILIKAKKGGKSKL
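Purified P. pyralis luciferase (10nM final) with 10uM D-luciferin and 10uM ATP (Km levels) in 50mM Tris acetate pH 7.5, 10mM Mg acetate, 0.01% Tween-20, 0.05% BSA; qHTS 6-point titration, ~60 µM downward; luminescence read.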
ELG1 genotoxic = inducers of genotoxicity in HEK293T ELG1-luciferase cells. 330,000 tested, 1.3% active. HEK293T ELG1-luciferase reporter, luminescence, 16 h. Potency, µM (top dose mostly 46 µM), without a hit: top-dose activity change, positive = activation, usual class: activators; note: % of control where 0% means no effect; nearly all actives have a fitted effect of over 60% in size
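HEK293T cells expressing luciferase-tagged ELG1 were treated with compound or DMSO for 16 hr at 37°C. Luciferase activity was then read after 30 min with ONE-Glo at room temperature; rising signal flags genetic stress.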
Rab9 promoter act = activators of Rab9 promoter. 320,000 tested, 2.8% active. Potency, µM (doses to about 9.22 µM), inactives show at the highest dose activation, negative = inhibition, usual class: activators. Huh7 Rab9 promoter-luciferase reporter, luminescence, 24 h; note: % of control where 0% means no effect; nearly all actives have a fitted effect of over 60% in size
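Using Huh7 cells stably transfected with Rab9 promoter–luciferase, compounds were incubated 24 h at 37 °C, 5% CO2; luciferase luminescence was read 10 min after reagent addition.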
Gal4-VP16 FLuc = inhibits Gal4-VP16 luciferase reporter, ROR gamma counter-screen. Drosophila S2 Gal4-VP16 UAS-luciferase, luminescence, 20 h. Potency, µM (series often up to 53.6 µM), without a hit: at the highest dose activity, negative = inhibition, hits mostly inhibitors. 310,000 tested, 3.5% active;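 note: Gal4-VP16 expression switched on by copper sulfate through the metallothionein promoter; % is set by controls: 0 for no effect and ±100 for the full control effect; nearly all actives have a fitted effect of over 50% in size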
uPA surface inh = inhibitors of cell surface uPA generation; AID 540303; cell surface uPA generation assay, qHTS; Potency, µM (highest dose often 38.3 µM), for inactives: top-dose activity change, negative = inhibition, actives largely listed as inhibitors; 330,000 tested, 0.31% active; active = well fitted inhibition curve with a large enough effect; inconclusive = small, poorly fitted or top-dose-only effect; inactive = no such curve, though single readings can be large or run the other way; tested in mouse RAW 264.7 cells; note: % is set by controls: 0 for no effect and ±100 for the full control effect; nearly all actives have a fitted effect of over 55% in size
NPC1 prom act = activates the NPC1 promoter; Huh7 NPC1 promoter luciferase reporter, 24 h; Potency, µM (top dose mostly 9.22 µM), without a hit: at the top dose activation, hits mostly activators; 320,000 tested, 2.4% active; AID 485313;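 note: % of control where 0% means no effect; nearly all actives have a fitted effect of over 60% in size; reporter is driven by a mutant NPC1 promoter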
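Huh7 cells stably carrying NPC1 promoter–luciferase, plated in Opti-MEM with 10% FBS for 2 h, were exposed to compound in DMSO for 24 h at 37 °C; luciferase reagent was added for 10 min and luminescence read.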
BRCA1 expr up = activators of BRCA1 expression | MCF7-BRCA1-FFLuc reporter, luminescence, 48 h; response scale: scaled: vehicle 0%, 10 µM genistein 100% | Potency, µM (top dose mostly 46.1 µM), for inactives: at the highest dose activation, actives largely listed as activators | 380,000 tested, 1.1% active; note: nearly all actives have a fitted effect of over 80% in size; some results filed as inactive show a strong effect at the top dose
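MCF7 cells carrying a BRCA1-firefly luciferase reporter (2000 cells/well, phenol-red free MEM) were attached for 2 h at 37 °C, then given compounds for 48 h. Luminescence was read 15 min after luciferase reagent; activity normalized to genistein (10 microM) and DMSO.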
CXXC DNA block = inhibitors of human MLL CXXC domain-DNA interaction; Q03164; MLL-CXXC / FITC-HOXA9 DNA fluorescence polarization; Potency, µM (top dose mostly 115 µM), for the others: top-dose activity change, negative = inhibition, most hits filed as inhibitors; 290,000 tested, 0.037% active; active = well fitted inhibition curve with a large enough effect in the polarisation, with a control signal flat, not every such curve was filed as active; inconclusive = small, poorly fitted or top-dose-only effect, or effect the other way, or a change in a side signal; inactive = no such curve, though single readings can be large or run the other way; the % refers to the polarisation
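Steps: dispense CXXC domain solution (7 uM) → pin compounds or unlabeled HOX-A9 DNA control → 5 min ambient → add FLSN-HOX-A9 solution (50 nM) → spin → 30 min ambient → fluorescence polarization. Tris pH 7.5/NaCl/DTT/BSA buffer.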
MBNL1 CUG block = MBNL1-poly(CUG) RNA binding inhibition; AID 2675; TR-FRET MBNL1-His/biotin-(CUG)12 binding, 665/545 ratio; Q9NR56; Potency, µM (titrated, usually from 57.5 µM), inactives show at the highest dose activity change, negative = inhibition, usual class: inhibitors; 280,000 tested, 0.036% active; active = well fitted inhibition curve with a large enough effect in the signal ratio, with a control signal flat, not every such curve was filed as active; inconclusive = small, poorly fitted or top-dose-only effect, or effect the other way, or a change in a side signal; inactive = no such curve, though single readings can be large or run the other way; the % refers to the signal ratio; note: % is set by controls: 0 for no effect and ±100 for the full control effect
Target sequence (Q9NR56 whole entry, looked up): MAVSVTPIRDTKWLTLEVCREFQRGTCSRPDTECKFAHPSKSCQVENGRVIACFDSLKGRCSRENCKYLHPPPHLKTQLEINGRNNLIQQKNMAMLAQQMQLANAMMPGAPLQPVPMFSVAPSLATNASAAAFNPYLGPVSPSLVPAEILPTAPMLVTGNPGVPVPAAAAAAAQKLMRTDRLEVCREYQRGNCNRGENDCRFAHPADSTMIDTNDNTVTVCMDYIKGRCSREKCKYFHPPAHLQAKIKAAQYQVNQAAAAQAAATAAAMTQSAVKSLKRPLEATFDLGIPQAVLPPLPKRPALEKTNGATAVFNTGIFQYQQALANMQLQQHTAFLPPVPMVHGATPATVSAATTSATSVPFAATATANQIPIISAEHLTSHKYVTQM
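Ratiometric TR-FRET (665 over 545 nm, excitation 340 nm) tracks disruption of MBNL1-His/biotin-(CUG)12 complex after 60 min at room temperature, with compounds at 92 nM to 58 uM final.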
Active calls of the source: *; ? = inconclusive; . = no result given; [ ] = another dose, or the depositor's remark. Unless noted, calls come from the whole dose curve; as a rule, active = well fitted curve in the direction sought with a large enough effect; inconclusive = small, poorly fitted or top-dose-only effect, or another doubt; inactive = no such curve, though single readings can be large; an effect the other way counts as inactive or inconclusive. Potency is the fitted concentration of half-maximal effect. A portion of the library; rates above refer to the full screens.

SMILES | p53 reactivator | RORgamma inh | FLuc counter | ELG1 genotoxic | Rab9 promoter act | Gal4-VP16 FLuc | uPA surface inh | NPC1 prom act | BRCA1 expr up | CXXC DNA block | MBNL1 CUG block
O=Cc1ccccc1-n1cncn1 | 16% | 0% | -2% | -1% | 6% | -9% | 8% | -5% | -24% | 0% | 0%
O=c1cc(CN2CCN(CCO)CC2)c2cc3c(cc2o1)CCC3 | 0% | -35% | 12% | 2% | 1% | 0% | -1% | 2% | 5% | -4% | 9%
CCC(c1nnnn1C1CCCC1)N1CCN(c2ccccc2)CC1 (configuration not stated) | -3% | 2% | 1% | -1% | 0% | -7% | -1% | -3% | -33% | 18% | -4%
COc1ccc(OCCSc2nnnn2C2CCCCC2)cc1 | 11% | 18% | ? | 19% | 19% | 11% | -3% | 1% | 38% | 3% | 2%
COc1ccc(NC(=O)Cn2c(=O)sc3ccccc32)cc1 | -1% | 4% | 3%[2.3 µM] | 4% | 16% | -10% | 7% | 27% | -18% | 27% | 0%
CC1CCN(S(=O)(=O)c2ccc3[nH]cc(C(=O)NCCN4CCOCC4)c(=O)c3c2)CC1 | -2% | 2% | 2% | -9% | -4% | -1% | 0% | 0% | 16% | -5% | 5%
COc1ccc(OC)c(C(=O)c2coc3ccc(O)c(CN(C)C)c23)c1 | 1% | -10% | -1% | 3% | 1% | -12% | -24% | 1% | -5% | -7% | -6%
CCOC(=O)C1=C(C)n2c(s/c(=C3\C(=O)Nc4ccccc43)c2=O)=NC1c1ccc(OC)cc1 (configuration not stated) | 16% | -12% | ? | 4% | 0% | -14% | -1% | -1% | 10% | 0% | -7%
COc1ccccc1-c1nnc(SCC(=O)NC2CCS(=O)(=O)C2)n1CCc1ccccc1 (configuration not stated) | -7% | 6% | 6% | -3% | -7% | -6% | 0% | -5% | -24% | -1% | -4%
COc1cc(C=O)ccc1OC(=O)N1CCOCC1 | -3% | -13% | -1% | 2% | -2%[1.84 µM] | 5% | -9% | -2% | 17% | 3% | 1%
Cc1ccc(NC(=O)NCCN2C(=O)C3C4C=CC(C4)C3C2=O)cc1 (configuration not stated) | ? | 26% | 17µM* | 7.3µM* | 1.6µM* | ? | -12% | 2.5µM* | ? | -6% | -8%
CCN(CC)c1ccc(/C=N/NC(=O)CNC(=O)/C=C/c2ccco2)cc1 | 3% | 14% | 24µM* | 2% | -1% | -13% | -5% | -1% | 17% | 4% | ?
Cc1nn(C)c(C)c1S(=O)(=O)N(CC(=O)NC1CCCCCC1)c1ccc(C(C)C)cc1 | 0% | -14% | 2% | 12% | 3% | 1% | -18% | -1% | 14% | 8% | -15%
CCCC(=O)Nc1cccc2c1CCCC2 | -3% | 24% | 5% | 1% | 1% | 12% | -13% | 15% | -1% | 2% | 0%
CN(C)S(=O)(=O)c1cccc(NC(=O)C2Cc3ccccc3CN2C(=O)c2ccccc2)c1 (configuration not stated) | 13% | -1% | -12% | 8% | 7% | -13% | . | 0% | -19% | 7% | -3%
COc1cccc(C2=NOC(C(=O)Nc3cc(C)on3)C2)c1OC (configuration not stated) | -3% | 19% | -10% | 4% | -3% | 5% | 5% | 5% | 0% | -15% | -1%
CCOC(=O)C1=C(C)NC(=O)NC1c1c(OC)ccc2ccccc12 (configuration not stated) | . | 17% | 0% | 15% | 0% | -1% | 2% | -5% | -5% | 13% | -1%
O=C(O)c1csc(Cc2ccccc2)n1 | 0% | 2% | -14% | -1% | -5% | -8% | -2% | -4% | 25% | 1% | -8%
CC1CC(C)CN(S(=O)(=O)c2ccc(C(C)(C)C)cc2)C1 (configuration not stated) | -2% | 18% | 1% | -12% | -10% | 2% | 8% | -4% | -22% | 0% | -4%
Cc1nc2c(c(=O)c3ccccc3n2C)c(=O)n1-c1ccc(F)cc1 | 2% | ? | -4% | 1% | -12% | -12% | 15% | 0% | -7% | 9% | .
CN(C)c1ccc(C(=O)NCCCSc2ccccc2)cc1 | -6% | ? | -19% | -3% | 0% | -1% | -3% | -1% | 58% | ? | 3%
COc1cccc(-c2noc(-c3cccs3)n2)c1 | ? | ? | 2.1µM* | 1.3µM* | 1µM* | -24% | 0% | ? | 39% | 2% | 0%
COc1cccc2cc(C(=O)Nc3ccc(F)cc3)c(=Nc3ccc(C(=O)O)cc3)oc12 | ? | ? | ? | 15% | 2% | ? | 2% | 0% | 10% | 16% | 1%
CCc1cccc(NC(=O)C2CCCN2C(=O)Nc2ccc(C)cc2)c1 (configuration not stated) | 0% | 13% | 3% | 3% | 1% | 5% | -3% | 0% | -3% | 7% | -6%
CCc1ccc(Nc2nc(C)cc(C)c2C(N)=O)cc1 | . | 20%[1.91 µM] | 2% | 0% | 4% | 20% | 7% | -8% | -3% | 6% | -5%
Cc1nnc(SCc2c(Cl)cccc2Cl)n(N)c1=O | 0% | 12% | -2% | 1% | -2% | -1% | -2% | -3% | -2% | -1% | -4%
Cc1ccc(CNC(=O)C(OC(=O)c2cccs2)C(C)C)cc1 (configuration not stated) | -4% | 11% | 1% | -6% | -2% | -8% | 5% | 2% | -20% | 2% | -7%
Brc1ccc(-c2cn3ccccc3n2)cc1 | 11% | -16% | 0.76µM* | ? | 0.4µM* | -20% | -12% | 0.71µM* | 69% | -2% | 2%
O=C1CCCC(=O)C1=C1SCCS1 | 4% | -16% | 1% | 3% | 0% | -16% | 1% | -1% | -20% | 2% | -7%
Cc1ccc(N/C=C/C(=O)c2sc(-c3ccccc3)nc2C)cc1 | 24% | 9% | 6µM* | -4% | 2% | 5% | 0% | -2% | -40% | ? | -3%
CCN1CCN(CCCN(Cc2ccco2)C(=S)Nc2ccc(Cl)c(C)c2)CC1 | -2% | 9% | -2% | 0% | 1% | 7% | -3% | -2% | -25% | -9% | -2%
O=C(O)CCN=C1CCCc2ccccc2N1 | 0% | 0% | -1% | -2% | -6% | -5% | 4% | -7% | 0% | -6% | -1%
O=C(CCC1CCCCC1)Nc1nccs1 | 21% | 18µM* | ? | 9% | 23% | -2% | 9% | 16% | 61% | -3% | 3%
COc1cccc(/C=C(/CC(=O)Nc2ccc(N3CCOCC3)cc2)c2nc3ccccc3s2)c1 | ? | ? | ? | ? | -7% | -5% | 1% | 1% | -42% | 16% | -6%
CCc1ccc2nc(Nc3ncc(C(C)=O)c(C)n3)nc(C)c2c1 | -4% | ? | -7% | 0% | -3% | 6% | -2% | -11% | 0% | 1% | -13%
O=C1c2cccnc2C(=O)N1Cc1ccc(S(=O)(=O)N2CCN(c3ccccc3)CC2)cc1 | 11% | 4% | 2% | 1%[9.26 µM] | -1% | -7% | 4% | 0% | 2% | 6% | 9%
Cc1nc2cc(NC(=O)N3CCCCC3)ccc2n1C | ? | 1% | ? | ? | 30% | -17% | 12% | 20% | 63% | -2% | -7%
COc1ccc(CCNCc2ccc(OCc3ccc(Cl)nc3)c(OC)c2)cc1OC | -4% | -26% | 5% | -2% | 1% | -8% | -14% | -5% | -45% | 7% | -3%
COc1ccc(NC(=O)N2CCN(C(=O)c3ccco3)CC2)c(OC)c1 | 12% | 4% | 2% | 0% | -3% | -2% | 6% | -7% | -12% | 6% | -2%
CC(C)(C)NC(=O)COC(=O)c1snc(C(=O)NC2CCCCC2)c1N | 17% | -37% | -1% | ? | -33%[inhibitor] | 5.6µM* | -12% | -25% | -50% | 14% | ?
COc1ccc(NC(=O)CSc2nnnn2C)c([N+](=O)[O-])c1 | 6% | -4% | -2% | 0% | -4% | -9% | -2% | -3% | 27% | 8% | ?
O=C1c2cccc3cccc(c23)C(=O)N1c1ccncc1 | -4% | -6% | 0% | 0% | -2% | -11% | 1% | -1% | 6% | 1% | ?
O=c1c2cccc3c2c(nn1CN1CCOCC1)-c1ccccc1-3 | 3% | -20% | -12% | 1% | -2% | -18% | -9% | -3% | 14% | 1% | ?
O=C(Cc1ccc(-c2ccccc2)cc1)NCc1cccnc1 | -2% | 29% | -15% | 1% | -18% | 4% | -8% | -26% | -13% | 6% | -4%
NC(=O)c1nn(-c2ccccc2)nc1NC(=O)CN1CCOCC1 | -1% | 2% | -1% | 0% | 0% | 2% | 1% | -1% | -5% | -2% | -3%
